Compound activity: PubChem BioAssay, several laboratories
Dyrk1A ADPGlo: blocks rat Dyrk1A kinase activity; Q63470; ADP-Glo luminescence, NFATc1 peptide; inhibition, % at 12.5 µM; AID 504441; hit rate 0.43% among 310,000; in the data active means inhibition above about 50%;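 further: plate controls were vehicle with enzyme for no effect and no enzyme for full effect; many of its hits are not listed in these tables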
KCNQ1 act: potentiates or activates the human KCNQ1 potassium channel; hit rate 0.35% among 310,000; P51787; B-score at 10 µM; CHO-K1 KCNQ1, thallium flux FluxOR fluorescence; stronger effect = higher value;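 active means fluorescence ratio B-score, a plate-corrected score, at least three library SD, with initial intensity B-score within 5 SD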
Target sequence (P51787 whole entry, looked up): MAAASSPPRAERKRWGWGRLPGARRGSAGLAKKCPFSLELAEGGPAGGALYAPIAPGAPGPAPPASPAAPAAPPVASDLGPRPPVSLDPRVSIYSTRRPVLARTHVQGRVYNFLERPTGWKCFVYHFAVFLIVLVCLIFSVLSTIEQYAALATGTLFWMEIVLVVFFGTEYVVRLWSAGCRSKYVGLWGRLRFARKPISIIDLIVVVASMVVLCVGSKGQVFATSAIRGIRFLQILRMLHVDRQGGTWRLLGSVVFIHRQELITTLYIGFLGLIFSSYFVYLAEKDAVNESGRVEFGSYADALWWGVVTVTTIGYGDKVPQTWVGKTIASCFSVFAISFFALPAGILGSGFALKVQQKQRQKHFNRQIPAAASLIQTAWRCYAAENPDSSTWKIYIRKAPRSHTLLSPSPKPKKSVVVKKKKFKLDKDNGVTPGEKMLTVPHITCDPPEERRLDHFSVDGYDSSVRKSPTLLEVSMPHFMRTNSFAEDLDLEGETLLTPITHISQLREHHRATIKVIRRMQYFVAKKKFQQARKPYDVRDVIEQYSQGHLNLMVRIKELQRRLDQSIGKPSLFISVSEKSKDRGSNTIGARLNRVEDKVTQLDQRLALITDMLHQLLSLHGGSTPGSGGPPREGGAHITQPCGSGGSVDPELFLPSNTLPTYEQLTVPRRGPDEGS
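assay system = CHO-K1 cells stably expressing KCNQ1 | medium = assay buffer, equal DMSO in all wells | timing = 37 °C overnight plating, 90-min dark dye load, 20-min compound pretreatment | measured by = kinetic FluxOR thallium fluorescence, 10-s 1-Hz baseline, 110-s post-stimulus read | measure = fluorescence change relative to baseline, converted to B score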
TRPC4 potent: allosterically enhances the mouse TRPC4 cation channel; B-score at 10 µM; hit rate 0.42% among 310,000; AID 2227; Q9QUQ5; HEK293 TRPC4beta/mu-opioid, DAMGO EC20, Fluo-4 Ca2+ flux; stronger effect = higher value;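 active means B-score of calcium response area above 5 SD of library B-scores, with initial fluorescence ratio within 5 SD of library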;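 further: B-score of integrated fluorescence ratio over time as area under calcium response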
ANO1 block: inhibitors of mouse TMEM16A calcium-activated chloride channel. Q8BHY3. HEK293 TMEM16A/YFP iodide influx fluorescence, ionomycin. normalized B-score (activity score, 25-100; higher = stronger inhibition) at 10 µM. hit rate 1.2% among 310,000;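 active means ratio plate-corrected score three or more library SD toward inhibition, starting fluorescence score within five deviations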;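 further: score derived from kinetic fluorescence span divided by baseline fluorescence per well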
KCNK3 block: human KCNK3 channel inhibition, primary screen | CHO-KCNK3 thallium flux, FluxOR fluorescence; stronger effect = lower value | B-score at 10 µM | hit rate 0.84% among 340,000;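 active means B-score under library mean minus 4 SD, starting fluorescence ratio at most library mean plus 5 SD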;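 further: more negative B-score means stronger inhibition of thallium flux through KCNK3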
hERG protect: compounds protecting human hERG from proarrhythmic drug block; Q12809; CHO-hERG, FluxOR thallium flux, dofetilide IC70 present; activation (rescue from dofetilide block), less the hit threshold, % at 10 µM; hit rate 0.51% among 310,000; AID 1511;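 active means activation above the mean of controls blocked by dofetilide plus 5 SD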;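 further: thallium influx through hERG after potassium depolarization seen as dye fluorescence rise; in these data hits start at about 4.7%; inactives centre near -7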
KCNK9 inh: inhibitors of human KCNK9 two-pore domain potassium channel; Q9NPC2; HEK293 KCNK9, FluxOR thallium flux fluorescence; stronger effect = lower value; B-score at 10 µM; hit rate 1.2% among 310,000; AID 488922;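 active means ratio B-score over 3 SD below the library mean, with starting fluorescence within 5 SD of its mean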;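 further: negative B-score means less thallium flux so channel inhibition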
Target sequence (Q9NPC2 whole entry, looked up, the tested form may be a part): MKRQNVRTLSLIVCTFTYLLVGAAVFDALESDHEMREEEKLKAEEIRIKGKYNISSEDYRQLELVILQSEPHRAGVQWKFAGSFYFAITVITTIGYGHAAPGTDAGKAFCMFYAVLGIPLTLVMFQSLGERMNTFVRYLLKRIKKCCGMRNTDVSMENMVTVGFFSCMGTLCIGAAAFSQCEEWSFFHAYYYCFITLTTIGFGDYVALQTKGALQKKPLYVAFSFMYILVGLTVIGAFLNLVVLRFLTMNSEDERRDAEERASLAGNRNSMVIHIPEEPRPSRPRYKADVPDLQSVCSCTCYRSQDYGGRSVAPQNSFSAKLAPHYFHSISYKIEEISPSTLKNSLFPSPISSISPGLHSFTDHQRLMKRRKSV
ANO1 activ: activators or potentiators of mouse TMEM16A chloride channel | B-score at 10 µM | AID 623877 | hit rate 0.3% among 340,000 | HEK293 TMEM16A/YFP-H148Q/I152L, iodide quench fluorescence; stronger effect = lower value | Q8BHY3;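 active means fluorescence-ratio B-score plate-corrected deviation score at least 3 library SD below zero, with starting fluorescence score within 5 deviations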;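 further: channel opened by trigger with iodide after compound preincubation; score built on the fluorescence ratio of max minus min over baseline; more negative score means more quench and so TMEM16A activation or potentiation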
HDAC3 inhib: blocks human histone deacetylase 3 | O15379 | recombinant HDAC3, fluorogenic peptide/trypsin coupled, fluorescence | inhibition, % at 8.3 µM | hit rate 0.15% among 320,000 | AID 2718; in the data active means inhibition above about 26%, passing the limit was not always enough
TRPC4 agonist: TRPC4 (mouse) channel activation; Q9QUQ5; HEK293 TRPC4beta/mu-opioid, Fluo4 calcium fluorescence; stronger effect = higher value; B-score at 10 µM; hit rate 0.49% among 310,000; AID 2237;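 active means B-score above 5 SD of library B-scores, and initial fluorescence ratio not above library mean plus 5 SD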;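 further: positive B-score marks a calcium rise read as TRPC4 activation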
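Incubation: 45 min room-temperature Fluo4 loading, 110 s read / System: HEK293 cells stably co-expressing mouse TRPC4beta and mu-opioid receptor / Signal: Fluo4 fluorescence, kinetic / Control set: buffer (low) and maximal DAMGO (high) / Measure: integrated baseline-normalised fluorescence ratio, converted to per-well B score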
KCNQ1 block: blocks the human KCNQ1 potassium channel | P51787 | CHO-K1 KCNQ1, FluxOR thallium flux fluorescence; stronger effect = higher value | B-score at 10 µM | hit rate 1.3% among 310,000 | AID 2642;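 active means compounds whose thallium flux B-score, printed positive for inhibition, exceeds three library SD while starting fluorescence stays within three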;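 further: channel opened by potassium depolarization with thallium stimulus after 20 min compound exposure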
* hit, by the source's call; i = inactive; · = not tested or not shown.

Order of results: Dyrk1A ADPGlo	KCNQ1 act	TRPC4 potent	ANO1 block	KCNK3 block	hERG protect	KCNK9 inh	ANO1 activ	HDAC3 inhib	TRPC4 agonist	KCNQ1 block
- COc1cccc(CN2CCNC(=O)C2CC(=O)NCCOc2cccnc2)c1 (centres undefined)
  7.9	i	i	i	i	-8.1	i	i	-3.3	i	i
- Cc1ccc(-n2nc3c(N4CCC(C(=O)N5CCCCCC5)CC4)nnc(C)c3c2C)cc1
  ·	i	i	i	i	-12.7	i	i	-1.5	i	i
- COc1cc(/C=C(\NC(=O)c2ccccc2)C(=O)NCCO)c([N+](=O)[O-])cc1OC
  -1.8	i	i	i	i	-10.4	i	i	3.4	i	i
- CCN(CC)S(=O)(=O)c1ccc(OCC(=O)NC(=O)c2ccccc2OC)c([N+](=O)[O-])c1
  -2.3	i	i	i	i	-10.5	i	i	0.9	i	i
- N#C/C(=C\c1cccc(NC(=O)c2ccccc2Cl)c1)C(=O)NCCc1ccccc1
  -3.4	i	i	i	i	-13.3	i	i	4.8	i	i
- CCOC(=O)CSc1ccc2nnc(-c3ccccc3)n2n1
  41.8	i	i	i	i	-3.8	i	i	-3.2	i	i
- O=C(CSc1ncccn1)NC1CCS(=O)(=O)C1 (centres undefined)
  ·	i	i	i	i	-6.7	i	i	3.3	i	i
- COc1cc(C(=O)NC2CCCc3ccccc32)ccc1OCC(=O)Nc1ccc(F)cc1 (centres undefined)
  3.2	i	i	i	i	-9.8	i	i	-6.2	i	i
- COC(C(=O)Nc1ccc(F)cc1)c1ccccc1 (centres undefined)
  -0.9	i	i	i	i	-5.1	i	i	-1.5	i	i
- COc1cccc(C(=O)Nc2cccc(C(=O)NCC(C)C)c2)c1
  0.6	i	i	i	i	-3.0	i	i	2.1	i	i
- CC(=O)Nc1ccccc1C(=O)C(=O)Nc1cccc(Br)c1
  5.4	i	i	i	i	-11.7	i	i	-0.9	i	i
- COc1cc2c(cc1OC)CN(C1CCC(C)CC1)CC2 (centres undefined)
  ·	i	i	i	i	-9.1	i	i	7.9	i	i
- CC(/C=C/c1ccc(N(C)C)cc1)=N/N=C1/NC(=O)CC(C(=O)Nc2ccc(Cl)cc2)S1 (centres undefined)
  -3.3	i	i	i	i	-4.9	i	i	7.2	i	i
- CC(C)CC(=O)Nc1ccc2c3c(cccc13)CC2
  -3.0	i	i	i	i	4.2	i	i	-5.2	i	i
- Cc1ccc(C(C)C)c(OCC(=O)Nc2ccc(N3CCN(S(C)(=O)=O)CC3)cc2)c1
  -2.0	·	·	i	i	·	·	i	-5.5	·	·
- CCOC(=O)C(NC(=O)c1ccc(F)cc1)(Nc1nnc(C)s1)C(F)(F)F (centres undefined)
  -1.2	i	i	i	i	-8.9	i	i	-2.1	i	i
- COc1ccccc1N1CCN(C(=O)c2cn(C)c3ccc(S(=O)(=O)N4CCOCC4)cc3c2=O)CC1
  3.7	i	i	i	i	-8.0	i	i	-3.5	i	i
- Cn1nc(-c2ccccc2)c(CSc2ccccc2)c1Cl
  -7.5	i	i	i	i	-6.6	-7.34*	i	5.1	i	i
- O=C(CSc1n[nH]c(-c2ccncc2)n1)Nc1ccc(Cl)cc1
  1.4	i	i	i	i	-3.9	i	i	-4.6	i	i
- Cc1ccc(NC(=O)CCNS(=O)(=O)c2ccc3c(c2)CCC(=O)N3)cc1C
  2.8	i	i	i	i	-5.5	i	i	5.7	i	i
- Cc1ccc2cc(C#N)c(NCCNC(=S)NCCCN(C)C)nc2c1C
  31.7	i	i	i	i	-14.4	i	i	-14.5	i	i
- CCC(=O)Nc1ccc(Br)c(Cl)c1
  3.2	i	i	i	i	-17.1	i	i	-2.1	i	i
- CC(C)OCC(O)CN1CCNCC1 (centres undefined)
  3.4	i	i	i	i	-5.3	i	i	1.7	i	i
- COc1cccc(CNC(=O)CCC2CCCN(C(=O)c3ccc(C)nc3)C2)c1 (centres undefined)
  -0.4	i	i	i	i	-10.1	i	i	4.4	i	i
- Cc1ccc(SCC(=O)NC2CC2)cc1
  -3.8	i	i	i	i	-8.7	i	i	-4.0	i	i
- O=C(CCn1c(=S)oc2ccccc21)N1CCN(c2ccc(F)cc2)CC1
  -5.1	i	i	i	i	-5.8	i	i	-1.0	i	i
- CCCCN(CC)C(=O)Cc1cn(C)c2ccccc12
  -2.1	i	i	i	i	-6.9	i	i	0.1	i	i
- OCCNCCSc1ccc(Cl)cc1
  0.7	i	i	i	i	-6.2	i	i	-4.8	104*	i
- Cc1cccc(N/C=C(\[N+](=O)[O-])S(=O)(=O)c2ccccc2)c1C
  3.7	i	i	i	i	-6.9	i	i	4.5	i	i
- COc1ccc2nc(/C(C#N)=C\c3ccc(Oc4ccc([N+](=O)[O-])cn4)cc3)[nH]c2c1
  5.3	i	i	i	i	-4.7	i	i	7.2	i	i
- O=C(O)C1CCCN(S(=O)(=O)c2ccc3c(c2)OCCO3)C1 (centres undefined)
  -2.4	i	i	i	i	-1.6	i	i	-2.6	i	i
- O=C1S/C(=C\c2ccc(Cl)cc2)C(=O)N1CCn1cnnn1
  3.4	i	i	i	i	-4.9	i	i	-0.7	i	i
- CCN(C(=O)COC(=O)c1[nH]c(C)c(C(C)=O)c1C)C1CCS(=O)(=O)C1 (centres undefined)
  -11.1	i	i	i	i	-7.6	i	i	5.6	i	i
- COC(=O)c1ccc(NC(=O)CCn2c(=O)oc3ccccc32)cc1
  -2.0	i	i	i	i	-14.5	i	i	12.8	i	i
- CC(=O)[C@@]1(O)CC[C@H]2[C@@H]3CCC4=CC(=O)CC[C@]4(C)[C@H]3CC[C@@]21C
  5.6	i	i	i	i	-3.3	i	i	3.7	i	i
- Cc1cccc(C)c1NC(=O)c1cc(S(=O)(=O)N2CCOCC2)ccc1F
  -0.6	i	i	i	i	-8.3	i	i	1.9	i	i
- O=C(NNC(=O)c1ccccc1[N+](=O)[O-])Nc1ccccc1C(F)(F)F
  -0.5	i	i	i	i	-6.7	i	i	0.0	i	i
- CCn1c(SCC(=O)Nc2ccc(C)cc2)nnc1-c1ccc(O)cc1
  3.3	i	i	i	i	-17.3	i	i	3.9	i	i
- O=C(c1ccoc1)N1CCCC(N2CCN(c3cccc(Cl)c3)CC2)C1 (centres undefined)
  -4.1	i	i	i	i	-10.8	i	i	-5.3	i	i
- CN(C)/C=C/C(=O)c1ccc(Br)s1
  5.9	i	i	i	i	0.1	i	i	4.7	i	i
- O=C1NC(=Nc2ccccc2Cl)S/C1=C\c1ccc(C(=O)O)cc1
  11.0	i	i	i	i	-9.6	i	i	4.7	i	i
- Cc1c(C#N)c2ncnc(-c3ccccc3)c2n1-c1ccccc1
  -1.0	i	i	i	i	-10.6	i	i	-8.2	i	i
- COc1ccc(CN(CC(=O)NCC2CCCO2)C(=O)CCC(=O)Nc2nccs2)cc1 (centres undefined)
  -7.5	i	i	i	i	-8.9	i	i	0.9	i	i
- COc1ccc(OCCN2CCN(C3CC(=O)N(CCC(C)C)C3=O)CC2)cc1 (centres undefined)
  -1.7	i	i	i	i	-6.3	i	i	-0.8	i	i
- CCCCNc1nc2sc3c(c2c(=O)n1-c1cccc(Cl)c1)CCN(C)C3
  -10.8	i	i	i	i	-9.0	i	i	-8.8	i	i
- Cc1ccccc1OCCNC(=O)c1ccccc1Sc1ccccc1C#N
  2.7	i	i	i	i	-13.1	i	i	0.6	i	i
- O=C(OCC1COc2ccccc2O1)c1ccccc1F (centres undefined)
  3.0	i	i	i	i	-2.5	i	i	1.4	i	i
- CC(C)c1nc2sc(C(=O)O)c(N)c2c2c1CCCC2
  -5.9	i	i	i	i	-12.2	i	i	4.0	i	i
- COc1cccc(NC(=O)N2CCCC(C(=O)Nc3ccccc3OC)C2)c1 (centres undefined)
  -0.4	i	i	i	i	-9.1	i	i	0.9	i	i
- CCc1cc2c3c(c1)C1(C(=O)N3C(C)(C)CC2C)C(C#N)=C(N)N2C(=C1C#N)Nc1ccccc12 (centres undefined)
  0.7	i	i	i	i	-7.5	i	i	-1.6	i	i
- Cc1ccccc1S(=O)(=O)NC1OC(=O)C(Oc2ccccc2)=C1Br (centres undefined)
  ·	i	i	i	i	1.6	i	i	-2.4	i	i
- O=C(NC1CCCCC1)C(c1ccccc1)N(Cc1ccco1)C(=O)c1csnn1 (centres undefined)
  1.4	i	i	i	i	-5.7	i	i	1.5	i	i
- COc1cc(CCC(=O)Nc2c(C(=O)N3CCN(c4ccccc4)CC3)oc3ccccc23)on1
  0.4	i	i	i	i	-6.6	i	i	-1.8	i	i
- CCOC(=O)CSc1nc2cccnc2n1C
  -5.5	i	i	i	i	2.1	i	i	-2.5	i	i
- CCOC(=O)N1CCN(C(=O)CSc2nc3c(cnn3-c3ccccc3)c(=O)[nH]2)CC1
  5.1	i	i	i	i	-13.8	i	i	7.7	i	i
- CCCN(C(=O)Cc1nc(N)n[nH]1)C1(C(=O)Nc2ccccc2C)CCCCC1
  4.4	i	i	i	i	-3.1	i	i	-7.2	i	i
- COCC(=O)N(CCN(C)C)Cc1cc2cc3c(cc2nc1Cl)OCO3
  -3.7	i	i	i	i	-16.4	i	i	-0.2	i	i
- Cc1ccc2c(cnn2C(=O)CCC(=O)NCc2cccc(Br)c2)c1
  1.9	i	i	i	i	-3.6	i	i	-11.4	i	i
- COc1ccc(C2CCCN2C(=O)Nc2ccc(Cl)cc2)cc1OC (centres undefined)
  0.0	i	i	i	i	-19.6	i	i	-1.8	i	i
- CC(C)Oc1ccc(NC(=O)Oc2ccccc2)cc1
  26.4	i	i	i	i	-3.6	i	i	1.1	i	i
- COc1cc2c(cc1OC)-c1cc(Nc3ccc(C)cc3)nc(=O)n1CC2
  -1.7	i	i	i	i	-5.2	i	i	4.3	i	i
- Cc1ccc(N(CC(=O)NC2CCCCC2)C(=O)CCC(=O)Nc2nccs2)cc1
  -5.2	i	i	i	i	-9.0	i	i	1.1	i	i

Not all compounds are listed; the hit share may differ from the screen's.
